Bioassay records: PubChem, several laboratories
hERG rescue: hERG rescue from dofetilide block, primary screen, cell-based, CHO-hERG, FluxOR thallium flux, dofetilide IC70; dofetilide IC70 present; activation (rescue from dofetilide block), less the hit threshold, % at 10 µM; 310,000 tested, 0.51% active; Voltage-gated inwardly rectifying potassium channel KCNH2 (Homo sapiens), Q12809;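 active = activation above the mean of controls blocked by dofetilide plus 5 SD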;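 note: thallium influx through hERG after potassium depolarization seen as dye fluorescence rise; in these data hits start at about 4.7%; inactives centre near -7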
KCNQ1 block: inhibitors of human KCNQ1 channel, primary screen, cell-based, thallium flux, high-throughput | Potassium voltage-gated channel subfamily KQT member 1 (Homo sapiens), P51787 | CHO-K1 KCNQ1, FluxOR thallium flux fluorescence; stronger effect = higher value | B-score at 10 µM | 310,000 tested, 1.3% active | AID 2642, 2010;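 active = compounds whose thallium flux B-score, printed positive for inhibition, exceeds three library SD while starting fluorescence stays within three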;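 note: channel opened by potassium depolarization with thallium stimulus after 20 min compound exposure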
DYRK1A inh: rat Dyrk1A kinase inhibitors, primary screen, biochemical, single point, plate reader; Dual specificity tyrosine-phosphorylation-regulated kinase 1A (Rattus norvegicus), Q63470; ADP-Glo luminescence, NFATc1 peptide; inhibition, % at 12.5 µM; 310,000 tested, 0.43% active; AID 504441, 2011; in the data active = inhibition above about 50%;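 note: plate controls were vehicle with enzyme for no effect and no enzyme for full effect; many of its hits are not listed in these tables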
GSK3B inh: human GSK3beta kinase inhibitors, primary screen, biochemical, cell-free homogeneous, HTS | GST-GSK3beta kinase, ADP-Glo luminescence, 60 min; stronger effect = lower value | activity score (negative = inhibition), % at 10 µM | 300,000 tested, 0.038% active | AID 2097, 2009;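 active = more than half of replicate wells score below -50%, meaning over 50% inhibition versus plate controls; inconclusive = some replicates but at most half score below -50%; inactive = no replicate scores below -50%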;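 note: 0% = median DMSO wells and -100% = median GW8510 positive control wells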
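Assay system: GST-fused GSK3beta enzyme, cell-free / Medium: Tris pH 7.5 buffer with MgCl2, DTT, BSA, heparin / Also added: peptide substrate plus 25 µM ATP (final) / Compound: 10 µM single point / Timing: kinase reaction with compound 60 min at room temperature / Detection: ADP-Glo luminescence / Benchmarks: DMSO neutral wells and GW8510 at 20 µM as positive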
GSK3 alpha inh: blockers of GSK3A enzyme activity – biochemical, luminescence, cell-free homogeneous, HTS, primary screen | 320,000 tested, 0.1% active | GSK-3 alpha kinase, ADP-Glo luminescence, 60 min | inhibition, % at 10 µM | AID 2650, 2010 | Glycogen synthase kinase-3 alpha (Homo sapiens), P49840;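 in the data active = inhibition above about 50%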;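 note: GST-tagged GSK-3 alpha with peptide substrate and 25 µM ATP; 0% = DMSO neutral wells and 100% = GW8510 positive control wells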
Target sequence (P49840 whole entry, looked up): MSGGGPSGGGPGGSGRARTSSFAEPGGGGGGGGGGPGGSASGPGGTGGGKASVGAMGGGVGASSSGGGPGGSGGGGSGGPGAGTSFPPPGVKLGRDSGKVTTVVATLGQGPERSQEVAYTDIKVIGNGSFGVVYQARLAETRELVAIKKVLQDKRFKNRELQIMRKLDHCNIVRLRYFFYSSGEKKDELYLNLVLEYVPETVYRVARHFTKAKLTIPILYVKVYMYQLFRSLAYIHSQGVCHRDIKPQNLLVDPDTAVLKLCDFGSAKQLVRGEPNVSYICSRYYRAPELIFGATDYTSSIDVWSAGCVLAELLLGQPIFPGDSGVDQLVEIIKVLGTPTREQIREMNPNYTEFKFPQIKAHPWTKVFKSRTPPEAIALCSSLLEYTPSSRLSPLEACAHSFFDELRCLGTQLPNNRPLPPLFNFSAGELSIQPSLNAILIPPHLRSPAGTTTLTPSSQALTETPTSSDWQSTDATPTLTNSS
HDAC3 inh: HDAC3 deacetylase inhibitors, primary screen, biochemical, fluorescence, cell-free homogeneous; recombinant HDAC3, fluorogenic peptide/trypsin coupled; inhibition, % at 8.3 µM; 320,000 tested, 0.15% active; AID 2718, 2010; in the data active = inhibition above about 26%, passing the limit was not always enough; inconclusive = no clear call, values can overlap the other calls
KCNK9 block: KCNK9 potassium channel inhibitors, primary screen, HEK293 cells, thallium flux | 310,000 tested, 1.2% active | AID 488922, 2010 | B-score at 10 µM | FluxOR thallium flux fluorescence; stronger effect = lower value;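 active = ratio B-score over 3 SD below the library mean, with starting fluorescence within 5 SD of its mean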;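 note: negative B-score means less thallium flux so channel inhibition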
RGS4 act: RGS4 potentiators or activators, primary screen, cell-based, HEK293 M3R inducible RGS4, calcium flux; carbachol calcium flux Fluo4; stronger effect = lower value; B-score at 10 µM; 310,000 tested, 0.92% active;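 active = B-score of the integrated calcium signal more than 4 SD below the library mean, with starting fluorescence not abnormally high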;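 note: negative B-score means reduced calcium response which marks RGS4 activation or potentiation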
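test system = HEK293 cells with stable M3R and inducible RGS4 | schedule = recording 10 s baseline at 1 Hz, 100 s post-agonist | technique = Fluo4-AM (2 µM) calcium-flux fluorescence, kinetic read | measure = Agonist-evoked peak-minus-minimum fluorescence over baseline, integrated ratio, B score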
PolyA inhibitor: polyadenylation inhibitors in yeast reporter cells, primary screen, luminescence, S. cerevisiae; calls only at 12 µM; 300,000 tested, 0.02% active; S. cerevisiae SKY197-pL101 polyadenylation reporter, beta-gal luminescence; efflux-impaired pdr1/pdr3 knockout yeast; score 100 = 6 SD above DMSO;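 active = lowest replicate activity score at least 50, where 100 means six control SD above control mean; inconclusive = lowest score under 50 but half or more replicates reach 50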;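 note: yeast exposed to compound for 9 h at 30 °C; higher score means more reporter readthrough which indicates perturbed polyadenylation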
KCNQ1 pot: potentiators or activators of KCNQ1 channel, primary screen, cell-based, thallium flux, high-throughput | Potassium voltage-gated channel subfamily KQT member 1 (Homo sapiens), P51787 | CHO-K1 KCNQ1, thallium flux FluxOR fluorescence; stronger effect = higher value | B-score at 10 µM | 310,000 tested, 0.35% active | AID 2648, 2010;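 active = fluorescence ratio B-score, a plate-corrected score, at least three library SD, with initial intensity B-score within 5 SD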
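System: Stable KCNQ1 CHO-K1 line | Incubation: 90 min dye loading and 20 min compound exposure, both at room temperature | Measure: Ratio B score | Medium: Assay buffer for compound exposure, DMSO matched across wells | Compound dosing: Single-concentration screen | Probe or stimulus: K+/Tl+ depolarizing stimulus | Measured by: Kinetic FluxOR fluorescence, 10 s baseline plus 110 s post-stimulus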
KCNK3 inh: human KCNK3 channel inhibitors, primary screen, CHO cells, FluxOR thallium flux, B-score; FluxOR fluorescence; stronger effect = lower value; Potassium channel subfamily K member 3 (Homo sapiens), O14649; AID 602410, 2012; 340,000 tested, 0.84% active; B-score at 10 µM;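 active = B-score under library mean minus 4 SD, starting fluorescence ratio at most library mean plus 5 SD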;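 note: more negative B-score means stronger inhibition of thallium flux through KCNK3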
Target sequence (O14649 whole entry, looked up): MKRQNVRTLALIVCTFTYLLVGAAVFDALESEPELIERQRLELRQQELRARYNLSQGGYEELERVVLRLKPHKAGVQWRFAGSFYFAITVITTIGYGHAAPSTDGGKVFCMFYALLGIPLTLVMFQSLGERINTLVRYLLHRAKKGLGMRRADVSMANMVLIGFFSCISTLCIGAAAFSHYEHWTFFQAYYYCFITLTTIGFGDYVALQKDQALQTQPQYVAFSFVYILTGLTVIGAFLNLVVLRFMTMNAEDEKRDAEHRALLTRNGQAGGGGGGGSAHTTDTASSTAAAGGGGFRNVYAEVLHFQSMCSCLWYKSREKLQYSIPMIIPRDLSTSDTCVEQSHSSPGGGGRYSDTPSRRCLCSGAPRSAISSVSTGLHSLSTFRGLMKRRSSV
* = called active by the depositor; i = inactive; ? = inconclusive; nt = no result given. The list is partial. The share of hits here may be higher or lower than overall.

entry	compound	hERG rescue	KCNQ1 block	DYRK1A inh	GSK3B inh	GSK3 alpha inh	HDAC3 inh	KCNK9 block	RGS4 act	PolyA inhibitor	KCNQ1 pot	KCNK3 inh
1	CC(C)Cn1c(CNC(=O)c2ccccc2)nc2ccccc21	-10	i	4	0	-1	-2	i	i	i	i	i
2	CC(NC(=O)c1cc(S(=O)(=O)N(C)C)ccc1Cl)c1ccc(-n2ccnc2)cc1 (centres undefined)	-9	i	0	1	-2	-14	i	i	i	i	i
3	Cc1cnc(NC(=O)COc2ccccc2Cl)s1	-2	i	4	-2	2	2	i	i	i	i	i
4	O=C(NC1(C(F)(F)F)C(=O)Nc2c1c(=O)[nH]c(=O)n2Cc1ccccc1)c1ccc(Cl)cc1 (centres undefined)	-5	i	0	2	-1	-3	i	i	i	i	i
5	CCCOc1ccc(N2C(=O)CC(N(Cc3ccco3)C(C)=O)C2=O)cc1 (centres undefined)	-12	i	-1	-2	-1	-7	i	i	i	i	i
6	O=C(CCS(=O)(=O)c1ccccc1)Nc1ncc([N+](=O)[O-])s1	-8	i	9	7	-2	-4	i	i	i	i	i
7	CCOc1cc(N2CCOCC2)c(OCC)cc1NC(C)C(=O)N1CCN(CC)CC1 (centres undefined)	-5	i	nt	5	nt	nt	i	i	i	i	i
8	COc1ccc(NC(=O)Nc2sc(=S)n(C)c2C)cc1	-2	i	-3	2	-1	6	i	i	nt	i	i
9	O=C(O)C1CC=CCC1C(=O)Nc1ccc(F)c(F)c1 (centres undefined)	-9	i	4	-2	-2	2	i	i	i	i	i
10	Cc1ccc([N+](=O)[O-])cc1S(=O)(=O)N1CCNCC1	-5	i	0	-1	-2	6	i	i	i	i	i
11	c1ccc(Cn2c(SCc3nc4ccccc4s3)nnc2-c2ccco2)cc1	-21	i	-1	-3	-1	4	i	i	i	i	i
12	Cn1c(=O)c2cc3ccccc3nc2n(C)c1=O	-1	i	nt	-1	4	-4	i	i	i	i	i
13	O=C(NCc1ccccc1)/C(=C/c1cccc([N+](=O)[O-])c1)NC(=O)c1ccco1	-6	i	-2	-1	-2	1	i	i	i	i	i
14	CC(=O)c1ccc(Nc2cc(C)nc3ccc(C)cc23)cc1	-4	i	0	1	3	-9	i	i	i	i	i
15	COc1cc(/C=C/c2cc(C(=O)O)c3ccccc3n2)ccc1OC(F)F	-11	i	7	-3	-5	-6	i	i	i	i	i
16	CC(NC(=O)COc1ccccc1Cl)c1ccccc1 (centres undefined)	-1	i	-1	-2	-1	-2	i	i	i	i	i
17	CC1CCN(CC(=O)Nc2cccc(C(=O)Nc3cccc(C(F)(F)F)c3)c2)CC1	-15	i	-7	1	-1	3	i	i	i	i	i
18	C#CCn1cc[n+](CC(=O)N(C)C)c1	-3	i	5	-3	-2	10	i	i	i	i	i
19	CCS(=O)(=O)c1ccc2oc(SCC(=O)Nc3ccc(OC)cc3)nc2c1	1	i	-4	-2	1	1	i	i	i	i	i
20	Cc1ccc(C(=O)NC(=S)N(C)C2CCCCC2)cc1	15*	i	-4	-2	-2	-2	i	i	i	17*	i
21	CC1CCCCC1N(C)C1CCN(C(=O)CNC(=O)/C=C/c2cccc(Cl)c2)CC1 (centres undefined)	-5	i	-1	0	0	0	i	i	i	i	i
22	COc1ccc(NC(=S)NCc2ccc(Cl)cc2)c(OC)c1	-3	i	-5	0	0	5	i	i	i	i	i
23	COc1ccc(CCNC(=S)N2CCC(Cc3ccccc3)CC2)cc1OC	-27	i	3	2	-3	-11	i	i	i	i	i
24	O=C(CC1CCCCC1)Nc1ccccc1-c1ccccc1	-7	i	-3	-1	-6	0	i	i	i	i	i
25	CCN(CC)S(=O)(=O)c1ccc(NC2c3ccccc3C(=O)N2Cc2ccco2)cc1 (centres undefined)	-12	i	-1	2	1	5	i	i	i	i	i
26	CCN(CC)CCCOC(=O)C(c1ccccc1)c1ccccc1	-9	i	9	1	-2	3	i	-10*	i	i	i
27	CN(C)CCCN(C(=O)/C=C/c1cccs1)c1nc2ccc(F)cc2s1	-16	i	1	-2	-3	4	i	i	i	i	i
28	Cc1cc(Cl)ccc1OCC(=O)Nc1ccc2oc(=O)ccc2c1	-6	i	-4	-4	-1	7	i	i	i	i	i
29	CC(C)OP(=O)(Nc1cccc2ccccc12)OC(C)C	-6	i	-2	6	nt	1	i	i	i	i	i
30	COc1ccc(-c2nc(-c3cccs3)c(-c3cccs3)[nH]2)cc1O	-26	i	7	2	4	-2	i	i	i	i	i
31	CCOC(=O)c1cc(-c2ccc(/C=N\n3cnnc3)o2)ccc1Cl	-12	i	6	-3	-1	13	i	i	i	i	i
32	CC(C)NC(=O)Cn1c(SCC(=O)N2CCc3ccccc3C2)nc2ccccc21	-10	i	-4	2	1	-6	i	i	i	i	i
33	Cc1cc(NCc2ccc3c(c2)OCO3)n2nc(C)nc2n1	-3	i	3	2	0	-3	i	i	i	i	i
34	Cc1ccc2c(c1)N(CC(=O)OCC(=O)NCc1ccccc1)C(=O)CO2	-19	i	8	1	2	3	i	i	i	i	i
35	O=C(O)c1cccc(CN2C(=O)SC(Nc3ccccc3)C2=O)c1 (centres undefined)	-12	i	4	0	-2	8	i	i	i	i	i
36	Cc1nn2c(NCCN3CCOCC3)c3c(nc2c1-c1ccccc1)CCCC3	-20	7*	2	1	-2	1	i	i	i	i	i
37	CCOc1cc(CN2CCN(CCOCCO)CC2)ccc1OC	3	i	-3	1	-3	2	i	i	i	i	i
38	CC(C)CC(NC(=O)C1CCCN1C(=O)CNC(=O)OCc1ccccc1)C(=O)O (centres undefined)	-6	i	-3	3	-3	-3	i	i	i	i	i
39	COc1cc(NC(=O)C(C)Oc2ccccc2)c(OC)cc1NC(=O)c1ccccc1 (centres undefined)	-14	i	4	0	-2	-6	i	i	i	i	i
40	CCCOc1ccc(C(=O)Nn2c(C)nc3ccccc3c2=O)cc1	6.5*	i	8	-1	1	0	i	i	i	i	i
41	CCN(CC)C(=O)c1ccccc1NC(=O)CN1C(=O)c2ccccc2S1(=O)=O	0	i	-6	-1	0	?	i	i	i	i	i
42	COc1ccc(N2C(=O)C3CCCN3C2c2cccc(Br)c2)cc1 (centres undefined)	-13	i	-5	1	0	-2	i	i	i	i	i
43	COc1ccc2[nH]c(C)c(CCN3C(=O)OC(C)(C)C3(C)O)c2c1 (centres undefined)	-9	i	5	3	-1	nt	i	i	i	i	i
44	CCOC(=O)CC(=O)Nc1ccc(C)cc1	1	i	-2	-2	-3	-1	i	i	i	i	i
45	CC(=O)Nc1ccc(NC(=O)C(C)OC(=O)CCC2CCCCC2)cc1 (centres undefined)	-8	i	-1	6	0	-1	i	i	i	i	i
46	O=C(CCSCc1cccc(Cl)c1)NCCc1ccccc1	-7	i	-8	5	2	-3	i	i	i	i	i
47	COc1ccc(C#Cc2c(-c3ccc(OC)cc3)oc3ccc(-c4ccc5c(c4)OCO5)cc23)cc1	-10	i	-4	5	-4	-16	i	i	i	i	i
48	CC(NC(=O)C(C)N1CCN(Cc2ccccc2)CC1)c1ccccc1 (centres undefined)	-7	i	2	4	4	4	i	i	i	i	i
49	COc1c(C(=O)Nc2nnc(C3CC3)s2)csc1Cl	-2	i	4	1	-3	-4	i	i	i	i	i
50	COc1ccc(C(=O)COC(=O)CCNS(=O)(=O)c2ccccc2)cc1Br	-7	i	7	4	-2	3	i	i	i	i	i
51	c1c2c(cc3sc(N4CCOCC4)nc13)OCO2	0	i	13	-4	5	-2	i	i	i	i	i
52	COC(=O)c1ccc(N2CCN(C)CC2)c(NC(=O)COc2ccccc2)c1	-7	i	1	0	1	-5	i	i	i	i	i
53	O=C(NCCS(=O)(=O)NCc1ccccc1Cl)c1ccccc1	-7	i	nt	4	-1	1	i	i	i	i	i
54	Cc1ccc(S(=O)(=O)N/N=C/c2ccc3nccnc3c2)cc1	-10	i	0	1	-1	4	i	i	i	i	i
55	CCOc1ccc(C(=O)N2CCCCCC2)cc1	-1	i	2	1	-2	7	i	i	i	i	i
56	Cc1cc(C)n(C(=O)CNC(=O)c2cccc(Cl)c2)n1	-6	i	-4	4	nt	nt	i	i	i	i	i
